# Source: PubChem
# UDG counter: blocks uracil-DNA glycosylase in AID counter-screen. FRET deamination/UDG coupled assay, UDG read, 4 h. Potency, µM (series often up to 115 µM), inactives show top-dose activity change, negative = inhibition, usual class: inhibitors. hit rate 0.14% among 91,000. AID 1347430; also: nearly all actives have a fitted effect of over 65% in size
# AID inh: inhibitors of human activation induced cytidine deaminase. AID deamination FRET fluorescence, UDG-coupled, 4 h. Q9GZX7. Potency, µM (series often up to 115 µM), for the others: top-dose activity change, negative = inhibition, hits mostly inhibitors. hit rate 0.32% among 91,000; also: nearly all actives have a fitted effect of over 25% in size
# Target sequence (Q9GZX7 whole entry, looked up): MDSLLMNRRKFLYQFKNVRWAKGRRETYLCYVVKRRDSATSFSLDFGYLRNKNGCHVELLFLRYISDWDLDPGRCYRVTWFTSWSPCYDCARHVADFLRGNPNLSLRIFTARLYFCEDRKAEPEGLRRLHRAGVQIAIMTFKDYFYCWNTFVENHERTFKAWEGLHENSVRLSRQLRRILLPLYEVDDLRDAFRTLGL
# Active calls of the source: *; u = inconclusive; & = joins results of further samples; [ ] = another dose, or the depositor's remark. Calls follow the shape of the dose curve; as a rule, active = well fitted curve in the direction sought with a large enough effect; inconclusive = small, poorly fitted or top-dose-only effect, or another doubt; inactive = no such curve, though single readings can be large; an effect the other way counts as inactive or inconclusive. % is scaled to controls: 0 for no effect and ±100 for the full control effect; potency is read from the fitted curve at half-maximal effect. Not all compounds are listed; the hit share may differ from the screen's.
SMILES,UDG counter,AID inh
CCOC(=O)NC(C(=O)NCc1cccc(OC)c1)C(C)C (stereo not drawn),-3.3%,-2.1%
CC(=O)c1cc(-c2ccccc2)n(CC(=O)NC2CCCCCC2)c1C,u,0.7%
COc1ccc(C2CC(=O)N(c3sc4c(c3C#N)CCCC4)C3=C2C(=O)CCC3)cc1 (stereo not drawn),-4.5%,-4.5%
COc1ccc(-n2c(/C=C/c3cccc4ccccc34)nc3ccccc3c2=O)cc1OC,31.9%[activator],13.1%
CCOC(=O)N1CCc2c(sc(NCc3cccc(F)c3)c2C(=O)Nc2ccccc2OCC)C1,-20.2%,53.9%[activator]
CCn1c(C)c(C(C)=O)c2cc(OCC(O)CN3CCOCC3)ccc21 (stereo not drawn),1.1%,7.2%
O=C(NC1(C(F)(F)F)N=C(c2ccccc2)N(Cc2ccco2)C1=O)c1ccc(F)cc1 (stereo not drawn),5.2%,7.8%
O=C(NCC(c1ccc2c(c1)OCO2)N1CCN(c2ccc(F)cc2)CC1)c1cccc([N+](=O)[O-])c1 (stereo not drawn),-7.3%,u
Cc1ccc(N2CC(C(=O)Nc3ccc(N(C)C)cc3)CC2=O)cc1Cl (stereo not drawn),-5.5%,8.0%
CCCc1oc2ccc(NS(=O)(=O)c3ccc(OC)cc3)cc2c1C(=O)OCC,-8.1%,-11.5%
N#Cc1cccnc1NCCNC(=O)c1cnc2ccccc2n1,-0.9%,20.2%
COc1cc(CSc2ncc(CO)n2Cc2ccc(C)cc2)cc(OC)c1,0.0%,-11.7%
COc1ccc(-c2oc(=O)oc2-c2ccc(OC)c(OC)c2)cc1OC,-3.2%,104.9%[activator]
O=C(COC(=O)c1cc([N+](=O)[O-])ccc1Cl)Nc1ccc2c(c1)OC(F)(F)O2,6.4%,-5.0%
CCc1nnc(NC(=O)c2nn(Cc3ccccc3)c(=O)c3ccccc23)s1,3.5%,-14.9%
COc1ccc(CNC(=O)c2ccc3c(c2)N(Cc2ccccc2)C(=O)c2ccccc2S3=O)cc1 (stereo not drawn),-14.6%,1.1%
CC(C)Oc1cc(Br)ccc1C(=O)O,-1.4%,-3.8%
CC(N=C(NC#N)Nc1ccncc1)C(C)(C)C (stereo not drawn),3.9%,4.1%
COc1ccc(-n2c(=O)c3c4c(sc3n3c(SC(C)C)nnc23)COC(C(C)C)C4)cc1 (stereo not drawn),-2.0%,-6.4%
CCc1nc2ccc(C(=O)NCc3ccccc3C)cc2nc1CC,10.3%,-21.0%
COc1ccc(NC(=O)c2ccc3c(c2)OCC(=O)N3)cc1,2.5%,6.0%
CC(C(=O)Nc1ccc(OC(F)(F)F)cc1)N1Cc2ccccc2C1=O (stereo not drawn),-21.5%,2.2%
Cc1nc2ccc(S(=O)(=O)NC(C(=O)NCc3ccc(Cl)cc3)C(C)C)cc2s1 (stereo not drawn),-6.9%,-2.1%
Cc1ccc(NC(=O)C(=O)NCCN2CCN(S(=O)(=O)c3ccc4ccccc4c3)CC2)cc1,0.0%,-6.7%
CC(=O)c1ccc(S(=O)(=O)N2CCN(C(=O)c3cc(C)no3)CC2)cc1,0.5%,-0.9%

# Arranged by value in AID inh (ascending): 3 of the compounds above
Compound	AID inh
CCc1nc2ccc(C(=O)NCc3ccccc3C)cc2nc1CC	-21.0%
CCc1nnc(NC(=O)c2nn(Cc3ccccc3)c(=O)c3ccccc23)s1	-14.9%
CC(=O)c1ccc(S(=O)(=O)N2CCN(C(=O)c3cc(C)no3)CC2)cc1	-0.9%

# Next compounds
SMILES,UDG counter,AID inh
O=C(CSc1nc2ccccc2c(=O)[nH]1)N1CCCCC1,0.8%,-1.5%
CCCN1C(=O)C2(C(C(=O)c3ccc(C)o3)=C(O)C(=O)N2CCN(C)C)c2ccccc21 (stereo not drawn),-10.5%,-1.4%
COc1cc(C(=O)Oc2ccc3c(=O)c(Oc4ccc(C(C)(C)C)cc4)coc3c2)cc(OC)c1OC,3.3%,-1.0%
O=C(CSc1ncnc2nc[nH]c12)Nc1ccccc1Cl,-8.4%,-1.7%
CC(C)C(=O)N(Cc1ccccc1)Cc1cc2ccccc2[nH]c1=O,7.0%,-0.3%
COc1ccc2sc(N(Cc3cccnc3)C(=O)CCc3ccccc3)nc2c1,16.3%,0.5%
CCC(NC(=O)c1ccncc1)C12CC3CC(CC(C3)C1)C2 (stereo not drawn),0.3%,-1.7%
Brc1ccc(C=Nc2ccccc2Cc2ccccc2)cc1,0.9%,-6.1%
CC(Sc1ccccn1)C(=O)Nc1cccc(Cl)c1 (stereo not drawn),-12.2%,-8.9%
Cc1ccc(S(=O)(=O)N(Cc2ccccc2)c2nc3nc(C)cc(C)n3n2)cc1,-12.4%,-10.4%
Cc1ccc(C(=O)N2CCN(c3ccc(F)cc3)CC2)cc1NC(=O)c1nsc2ccccc12,4.5%,-3.1%
CCOC(=O)c1noc2nc(C)n(Cc3nc(-c4ccc(OC)c(OC)c4)oc3C)c(=O)c12,22.9%,-11.9%
Cc1ccc(CSc2nnc3[nH]c(=O)cc(-c4ccccc4)n23)cc1,5.0%&-1.3%,-5.0%&-19.5%
CCOC(=O)c1c(NC(=O)/C=C/c2ccc(OCC)cc2)sc2c1CCC2,-22.1%,14.4%
COc1ccc(Cn2c(=O)n(-c3ccc(OC)cc3)c(=O)c3c2c2cc(OC)ccc2n3C)cc1,4.1%,15.3%
Cc1ccc(CNCc2ccccc2C(F)(F)F)cc1,-2.8%,-2.9%
O=C(Cn1c(-c2cccs2)cc2ccccc21)N1CCN(c2ccccc2F)CC1,-24.4%,16.7%
CCc1ccc(-c2nc(-c3nc(-c4cccs4)cs3)sc2C)cc1,-9.3%,-4.5%
CCCCCC(C)NC(=O)/C=C/c1ccc(C)cc1 (stereo not drawn),5.4%,-0.2%
CN=C(NC)NCc1ccc(Br)s1,6.2%,0.2%
CCCOc1cccc(C(=O)Nc2cccc3ccc(C)nc23)c1,-12.9%,-10.2%
CC(=O)N(c1nc(C)c(C(=O)Nc2ccc3cc[nH]c3c2)s1)C1CCCC1,-9.1%,-6.5%
CCN1C(=O)c2ccccc2S(=O)(=O)c2ccc(C(=O)NCc3ccccc3OC)cc21,1.6%,-3.1%
c1ccc2c(NC(C3CC3)C3CC3)nc(-c3ccncc3)nc2c1,-8.8%,-6.4%
O=C(Cn1c(=O)nc(-c2ccccc2)c2ccccc21)N1CCN(c2ccc(F)cc2)CC1,2.9%,1.9%

# The closing 5 records of the part before are carried over, then new ones follow.
SMILES,UDG counter,AID inh
CCCOc1cccc(C(=O)Nc2cccc3ccc(C)nc23)c1,-12.9%,-10.2%
CC(=O)N(c1nc(C)c(C(=O)Nc2ccc3cc[nH]c3c2)s1)C1CCCC1,-9.1%,-6.5%
CCN1C(=O)c2ccccc2S(=O)(=O)c2ccc(C(=O)NCc3ccccc3OC)cc21,1.6%,-3.1%
c1ccc2c(NC(C3CC3)C3CC3)nc(-c3ccncc3)nc2c1,-8.8%,-6.4%
O=C(Cn1c(=O)nc(-c2ccccc2)c2ccccc21)N1CCN(c2ccc(F)cc2)CC1,2.9%,1.9%
O=C(OCC(=O)c1c[nH]c2ccccc12)c1ccc(Cl)c([N+](=O)[O-])c1,1.9%,4.8%
CCCS(=O)(=O)c1c(S(=O)(=O)CCC)c2cc(C(C)(C)C)ccn2c1C(=O)c1ccccc1,-8.2%,u
COc1ccc(C(=O)Nc2cc(C)c(O)c(-c3nc4ccccc4o3)c2)cc1,-6.7%,4.3%
CCCNC(=O)CN(C)C(=O)NC(c1ccc(CC)cc1)C(C)C (stereo not drawn),-2.0%,-8.1%
O=C(CNC(=O)N1CC(=O)Nc2ccccc21)Nc1ccc(Br)cc1F,-4.8%,-5.8%
CCOC(=O)CSc1nc2cc3c(cc2c(=O)n1CCCC(=O)NCc1ccc2c(c1)OCO2)OCO3,4.0%,7.0%
CC(=O)NC(C)c1ccc(O)cc1 (stereo not drawn),-3.0%,8.3%
Cc1c(CC(=O)NC2CC2)c(=O)oc2cc(O)c(Cl)cc12,3.6%,4.5%
CCOc1ccccc1NC(=O)CCc1c(C)nc2c3cccnc3nn2c1C,0.0%,-20.2%
CCN(C(=O)c1cn(C)c(=O)c2ccccc12)c1cccc(C)c1,-18.7%,8.0%
COc1ccc(-c2nn(-c3ccccc3)cc2C2=NN(S(C)(=O)=O)C(c3ccco3)C2)cc1 (stereo not drawn),-3.4%,-11.2%
COc1ccc(CNC(=O)c2cc(C)nc3onc(C)c23)cc1,9.5%,-8.8%
CCCCOc1ccc(C(=O)N(Cc2ccco2)Cc2ccco2)cc1,-13.5%[57.5 µM],u
COc1cc(OC)cc(-n2nnc(-c3nc(-c4ccccc4Cl)no3)c2N)c1,u,-4.9%
CC(C)(C)c1nc(CN2CCN(C(=O)N3CCCCC3)CC2)no1,-0.5%,6.7%
Cn1c(COc2ccc3c(c2)CCCC3)nnc1SCC(=O)N1CCN(c2ccccc2)CC1,4.3%,-3.6%
Cc1nc2c(c(C)c1CCC(=O)NCCN1CCN(C)CC1)c(=O)n(C)c(=O)n2C,-0.7%,-5.4%
COC(=O)/C(C#N)=C/c1cc(Br)c(OC)cc1OC,1.9%,1.8%
Cc1cccc(NC(=S)N/N=C2/CCCC(C)C2)c1 (stereo not drawn),-2.1%,2.7%
CCCSc1nc2c(c(=O)[nH]c(=O)n2C)n1CC(O)COc1ccccc1 (stereo not drawn),-5.0%,-11.1%
COc1ccc(NC(=O)CCCn2c(=O)c3cccn3c3cccnc32)cc1Cl,-6.6%,u
O=C(CCc1c[nH]c2ccccc12)Nc1ccccc1F,-8.2%,-1.8%
O=C(COC(=O)c1cc(=O)c2ccccc2o1)Nc1ccc(F)cc1,4.1%,5.1%
CSC(C)C(=O)NCc1ccc(C)s1 (stereo not drawn),4.7%,3.6%
COc1cccc(-c2nc(SCc3ccc(C)cc3)n3[nH]c(=O)cc3n2)c1,-12.5%,-12.2%

# Next section.
SMILES,UDG counter,AID inh
COc1ccccc1-c1nnc(SCC(=O)N(C2CCCCC2)C2CCCCC2)n1N,-6.1%,-14.7%
Nc1cccc(C(=O)NCc2cccnc2)c1,3.1%,2.9%
CN(CC(=O)NC1(C#N)CCCCC1)C(c1ccccc1)c1ccc(F)cc1 (stereo not drawn),-12.5%,-15.1%
O=C(Cn1nc(-c2cccs2)c2ccccc2c1=O)NCCc1ccccc1,-4.8%,-3.4%
COc1ccc(-c2noc(CCC(=O)NCc3ccc(C)cc3)n2)cc1,-22.8%,-2.2%
COc1ccc(N2CCN(C(=O)c3cccc(-n4c(C)nc5cccnc54)c3)CC2)cc1,-5.6%,2.6%
COc1ccc(C(C)=O)cc1CN1CCCc2ccccc21,1.7%,-8.4%
CCc1ccc(CC)c(-c2csc(N)n2)c1,3.5%,-1.5%
Cc1cccc(NC(=O)CNC(=O)c2nccnc2N)c1C,4.9%,7.5%
O=C(COc1ccccc1)N(Cc1ccc(-c2cccc(Cl)c2)o1)C1CCS(=O)(=O)C1 (stereo not drawn),-8.3%,-16.7%
CCC(=O)c1sc(Nc2ccc(Cl)cc2C)nc1N,8.1%,6.0%
N#CC1=C(N)OC2=C(C(=O)CC(c3ccccc3)C2)C1c1cccc(F)c1 (stereo not drawn),-2.4%,-9.3%
Cc1[nH]c2ccccc2c1CC(=O)N1CCN(S(=O)(=O)c2ccccc2F)CC1,-5.5%,-11.9%
COc1ccc(CCNC(=O)Cc2c(C)c3c(cc(C)c4c(C)c(C)oc43)oc2=O)cc1OC,4.0%,-4.2%
Cc1ccc(NC(=O)c2c(Nc3ccccc3C)sc(C(=O)c3ccccc3)c2N)cc1,-17.1%,203.4%[activator]
Cc1nc2cc(NC(=O)c3ccccc3C(F)(F)F)ccc2o1,6.6%,-0.4%
CCC(CC)C(=O)Nc1sccc1C#N,5.2%,25.8%
CCc1ccc(Oc2c(C(F)(F)F)oc3c(CN4CCC(C)CC4)c(O)ccc3c2=O)cc1,-2.6%,20.8%
Cc1ccc(Nc2cc(C)nc3c(C)c(C)ccc23)c(C)c1,1.3%,-15.0%
O=C(Cc1ccccc1)N(Cc1cccnc1)c1nc2c(F)cccc2s1,u,-13.3%
O=C(NCCC(=O)N1CCN(c2ncccn2)CC1)c1ccc(Br)cc1,-5.7%,0.9%
COc1cc(C)ccc1OCCSc1nc2ccc(NC(=O)c3ccccc3F)cc2s1,-20.2%,11.6%
CCN(CC)C(=O)c1sc(NC(=O)C2c3ccccc3Oc3ccccc32)c(C#N)c1C,-4.9%,-0.7%
CCc1ccc(S(=O)(=O)c2nnn3c2nc(N2CCC(C)CC2)c2cc(Cl)ccc23)cc1,-10.9%,-35.7%
O=C(Nc1cc(Cl)cc(Cl)c1)c1ccc(F)c(S(=O)(=O)N2CCCCCC2)c1,2.5%,8.0%

# Other structures.
SMILES,UDG counter,AID inh
CC1CCCC(NC(=O)c2cc3c(Cl)nc4ccccc4c3s2)C1C (stereo not drawn),-11.5%,-5.6%
CCc1cccc(NC(=O)CNS(=O)(=O)c2ccc3nc(C)sc3c2)c1,4.4%,9.2%
CC1CCN(C(c2ccc(F)cc2)c2sc3nc(-c4ccco4)nn3c2O)CC1 (stereo not drawn),23.4%,-8.3%&4.4%
CCOc1c(Br)cc(C(=O)OC(C)C(=O)c2ccc(F)c(F)c2)cc1OC (stereo not drawn),-2.1%,8.2%
CN(C)CC(C#N)C(O)c1ccccc1 (stereo not drawn),5.6%,5.8%
CCCCOc1ccc(CNC(=O)c2cnc3sc(N4CCC(C)CC4)nn3c2=O)cc1,4.6%,4.6%
COc1cccc(Nc2sc(C(=O)c3ccc(F)cc3)c(N)c2C(=O)NCc2ccc(Cl)cc2)c1,-25.9%,265.7%[activator]
O=C(Nc1cccc(-c2nc3ccccc3o2)c1)c1cccc(Br)c1,-3.8%,51.8%[activator]
CCc1cccc(C)c1NC(=O)CSc1nc2ccncc2[nH]1,3.4%,-6.7%
COc1cccc(NC(=O)Cn2c(=O)n(CCCC(=O)NCc3ccc4c(c3)OCO4)c(=O)c3ccccc32)c1,0.0%,9.7%
